High-throughput results from PubChem BioAssay.
PKM2 activator: activators of human pyruvate kinase M2; purified PKM2, Kinase-Glo ATP luminescence, activation; response scale: 0% is enzyme alone, no compound; Potency, µM (doses to about 57.5 µM), without a hit: at the top dose activation, actives largely listed as activators; 260,000 tested, 0.34% active; AID 1631; also: potency is read from the fitted curve at half-maximal effect; nearly all actives have a fitted effect of over 55% in size
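Kinase-Glo luminescence reports ATP generated from ADP (0.1 mM) and PEP (0.5 mM) by purified hPK-M2 after 1 h at room temperature, pH 7.2 imidazole buffer; intermediate enzyme activity allows detecting inhibitors and activators.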
KCNH2 3.1 block: inhibitors of human KCNH2 3.1 potassium channel isoform | activity change, % (tested at about 1.8 µM) | U2OS KCNH2 3.1, thallium flux FluxOr; hits give low values | AID 720553 | 340,000 tested, 0.95% active;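 active = maximum activity change below -70%; inconclusive = maximum activity change from -70% to -50%; inactive = maximum activity change above -50%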;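 also: thallium influx rate constant from kinetic fluorescence after stimulation buffer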
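FluxOr-based Tl+ influx in U2OS cells transduced with KCNH2 3.1 virus; rate constants normalized to DMSO controls.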
Eya2 phos inh: Eya2 (human) phosphatase inhibition | recombinant Eya2, OMFP fluorescence dephosphorylation (OMFP is methylfluorescein phosphate) | 330,000 tested, 0.006% active | O00167 | Potency, µM (series often up to 76.9 µM), for inactives: at the highest dose activity, negative = inhibition, most hits filed as inhibitors; also: potency is read from the fitted curve at half-maximal effect
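Eya2 (0.2 uM) preincubated 10 min at ambient with compound, then OMFP substrate added at 50 uM; 10 min reaction in 50 mM HEPES pH 7.5, 50 mM NaCl, 5 uM MgCl2, 0.05% BSA, 1 mM DTT. Fluorescence read at Ex 485/Em 525 nm.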
B2AR arrestin: recruits beta-arrestin to the human beta2-adrenergic receptor. P07550. beta-arrestin recruitment to beta2AR, cell-based reporter. Potency, µM (highest dose often 46.1 µM), for inactives: at the top dose activation, hits mostly activators. 330,000 tested, 0.02% active;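 also: potency is read from the fitted curve at half-maximal effect; 0% = DMSO controls and full agonism = EC100 isoproterenol or metaproterenol; nearly all actives have a fitted effect of over 65% in size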
Target sequence (P07550 whole entry, looked up): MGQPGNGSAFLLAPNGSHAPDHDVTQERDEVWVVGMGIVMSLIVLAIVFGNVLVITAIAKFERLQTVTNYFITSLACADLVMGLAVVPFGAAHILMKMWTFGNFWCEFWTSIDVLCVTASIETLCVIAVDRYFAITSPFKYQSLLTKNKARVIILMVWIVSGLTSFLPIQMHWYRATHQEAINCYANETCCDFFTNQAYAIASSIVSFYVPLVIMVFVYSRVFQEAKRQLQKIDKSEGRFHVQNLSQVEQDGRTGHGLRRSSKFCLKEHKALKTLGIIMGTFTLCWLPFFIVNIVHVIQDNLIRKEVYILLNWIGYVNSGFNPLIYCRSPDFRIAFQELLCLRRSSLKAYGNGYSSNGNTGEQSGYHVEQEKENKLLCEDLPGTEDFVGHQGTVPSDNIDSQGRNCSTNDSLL
USP2a inh: USP2a (human) protease inhibition; AID 463254; USP2 core, Ub-CHOP2 coupled fluorogenic reporter, 485/531; O75604; Potency, µM (highest dose often 38.3 µM), inactives show at the top dose activity change, negative = inhibition, usual class: inhibitors; 330,000 tested, 0.01% active;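 also: potency is read from the fitted curve at half-maximal effect; plate controls were DMSO wells for no effect and full inhibition by NEM control for full effect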
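USP2 core (10nM final) preincubated 30min RT with compound in 20mM Tris-HCl pH 8.0, 2mM CaCl2, 2mM beta-mercaptoethanol, 0.05% CHAPS; 25nM Ub-CHOP2 plus 25nM reporter substrate added, fluorescence (Ex485/Em531) read after 60min.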
Giardia kill: kills Giardia lamblia | Giardia lamblia trophozoite viability | activity change, % at 7.66 µM, hits read low | 340,000 tested, 0.15% active; in the data active = activity change below about -80%; inconclusive = between about -30% and that limit;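 also: parasites exposed to compound for two days anaerobically before the ATP read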
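Each well holds 100 Giardia trophozoites and compound. After two days (48 hrs) at 37 deg C in anaerobic conditions, ATP is quantified by luminescence.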
Coupling enz: counter-screen for Giardia aldolase inhibitors: coupling enzyme system; coupling enzyme system counterscreen, AmpLite Red fluorescence; activity change, negative = inhibition, % at 58.2 µM, hits read low; 290,000 tested, 0.67% active; AID 2472; in the data active = activity change below about -30%
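Final compound at 57.5 uM, incubated 10 min at RT with coupling enzyme reagent (glyceraldehyde-3-phosphate), then 20 min with substrate and AmpLite Red detection. Fluorescence read at 525/598 nm; tests interference with the coupling assay, not aldolase inhibition.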
Chronic BCR inh: blocks chronic active B-cell receptor signaling. Potency, µM (highest dose often 46.1 µM), without a hit: top-dose ratio change, negative = lower green/red ratio, most hits filed as inhibitors. 340,000 tested, 0.05% active. ABC-DLBCL IkBa-CBG/CBR reporter, luminescence ratio, 4 h; active = well fitted inhibition curve with a large enough effect in the signal ratio, with a control signal flat, not every such curve was filed as active; inconclusive = small, poorly fitted or top-dose-only effect, or effect the other way, or a change in a side signal; the % refers to the signal ratio;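 also: potency is read from the fitted curve at half-maximal effect; plate controls were basal doxycycline-induced cells for no effect and cells given 10 µM MG132 for full effect; MG132 reads +100%, hits lower the ratio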
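Compounds up to 46 uM were incubated four hours with TMD8 cells whose green CBG68 luciferase is fused to IkappaBalpha; red CBR luminescence normalised the signal, and concentration-effect curves were fitted to fusion, red and ratio data.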
hERG WT inh: KCNH2 (human, wildtype) channel inhibition | Q12809 | activity change, % at 1.84 µM | U2OS, BacMam KCNH2, thallium flux FluxOr; hits give low values | 340,000 tested, 0.37% active;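 active = maximum activity change below -70%; inconclusive = maximum activity change between -70% and -50%; inactive = maximum activity change above -50%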
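U2OS cells transduced with wild-type KCNH2 virus are loaded with FluxOr dye for 45 min, and thallium flux is measured in kinetic reads before and after stimulation buffer. Rate constants are normalized to DMSO controls.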
GALK inhibitor: blocks human galactokinase activity; P51570; 270,000 tested, 0.007% active; Potency, µM (top dose mostly 57.5 µM), for inactives: at the highest dose activity change, negative = inhibition, usual class: inhibitors; Purified GALK, Kinase-Glo residual ATP luminescence; AID 1868; also: potency is read from the fitted curve at half-maximal effect
Target sequence (P51570 whole entry, looked up): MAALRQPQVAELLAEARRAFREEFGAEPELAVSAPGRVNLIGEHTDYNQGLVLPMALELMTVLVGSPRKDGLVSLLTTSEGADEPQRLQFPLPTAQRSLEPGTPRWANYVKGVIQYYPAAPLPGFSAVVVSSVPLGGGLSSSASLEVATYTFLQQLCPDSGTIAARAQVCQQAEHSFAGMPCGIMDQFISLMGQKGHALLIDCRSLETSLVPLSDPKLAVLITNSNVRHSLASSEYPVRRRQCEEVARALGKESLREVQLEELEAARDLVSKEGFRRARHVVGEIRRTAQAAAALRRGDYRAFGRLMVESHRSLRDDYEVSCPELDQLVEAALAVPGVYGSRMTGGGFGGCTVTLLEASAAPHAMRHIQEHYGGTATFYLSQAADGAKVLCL
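Kinase-Glo Plus luminescence measured ATP left after a 1 h room-temperature reaction. The reaction used 5 nM GALK, 100 uM galactose and 35 uM ATP at pH 8.0 (20 mM HEPES, 5 mM MgCl2, 60 mM NaCl, 1 mM DTT, 0.01% BSA).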
uPA surface inh: cell surface uPA generation inhibition; cell surface uPA generation assay, qHTS; Potency, µM (highest dose often 38.3 µM), for inactives: top-dose activity change, negative = inhibition, most hits filed as inhibitors; 330,000 tested, 0.31% active; active = well fitted inhibition curve with a large enough effect; inconclusive = small, poorly fitted or top-dose-only effect; inactive = no such curve, though single readings can be large or run the other way; tested in mouse RAW 264.7 cells; also: potency is read from the fitted curve at half-maximal effect; nearly all actives have a fitted effect of over 55% in size
* = called active by the depositor; ? = inconclusive; . = not tested or not shown; + = active, no number; [ ] = dose if it differs, or a comment. Unless noted, calls follow the shape of the dose curve; as a rule, active = well fitted curve in the direction sought with a large enough effect; inconclusive = small, poorly fitted or top-dose-only effect, or another doubt; inactive = no such curve, though single readings can be large; an effect the other way counts as inactive or inconclusive. Unless noted, % is scaled to controls: 0 for no effect and ±100 for the full control effect.

A first look:
Values run as follows: Giardia kill	USP2a inh	KCNH2 3.1 block	PKM2 activator	B2AR arrestin	hERG WT inh	GALK inhibitor	uPA surface inh	Coupling enz	Chronic BCR inh	Eya2 phos inh
> CCc1cc2c(SCc3nc4sc(C(C)=O)c(C)c4c(=O)[nH]3)ncnc2s1
  3	3%	-4	3%	0.5%	17	.	1%	4	-12%	12%
> CCC(=O)c1ccc(OCC(=O)NCc2ccccc2CN2CCCC2)cc1
  3	0%	-18	.	3.2%	18	.	-2%	.	-11%	7%

Results, previewed entries included:
Values run as follows: Giardia kill	USP2a inh	KCNH2 3.1 block	PKM2 activator	B2AR arrestin	hERG WT inh	GALK inhibitor	uPA surface inh	Coupling enz	Chronic BCR inh	Eya2 phos inh
> CCc1cc2c(SCc3nc4sc(C(C)=O)c(C)c4c(=O)[nH]3)ncnc2s1
  3	3%	-4	3%	0.5%	17	.	1%	4	-12%	12%
> CCC(=O)c1ccc(OCC(=O)NCc2ccccc2CN2CCCC2)cc1
  3	0%	-18	.	3.2%	18	.	-2%	.	-11%	7%
> Fc1ccccc1N1CCN(Cc2nc(-c3ccccc3)no2)CC1
  -12	2%	24	-3%	0.5%	-6	-2%	.	-1	?	-33%
> CCOC(=O)c1ccc(N2CSC3=C(C#N)C(c4cccs4)CC(=O)N3C2)cc1 (configuration not stated)
  ?	-2%	6	-12%	-2.7%	2	2%	-22%	-6	1%	1%
> COc1ccc(CN2CCC(n3nccc3NC(=O)C3CCCC3)CC2)cc1
  2	1%	-49	-2%	0.1%	33	-2%	-9%	.	1%	-18%
> CSc1c2c(nc3ncnn13)CCC2
  13	6%	-6	3%	2.9%	0	2%	0%	3	-3%	-11%
> CCn1c(SCC(=O)N2CCN(c3cccc(Cl)c3)CC2)nc2ccccc2c1=O
  -11	2%	-34	-20%	-1.4%	1	-4%	7%	0	1%	-16%
> Cc1cc(NC(=O)Cn2cnc3sccc3c2=O)no1
  12	1%	-13	.	-0.3%	2	.	0%	.	6%	4%
> O=c1cc(O)nc(SCc2ccccc2Cl)[nH]1
  -15	-1%	-8	-8%	-0.5%	-4	-5%	1%	3	-15%	-11%
> CCCCCCCCSc1nnc(/N=C/N(C)C)s1
  28	-2%	-12	-1%	-0.6%	8	-1%	-1%	6	0%	17%
> CC1=NN(c2ccccc2)C(=O)C1=C(C)C
  17	1%	0	3%	-0.1%	.	0%	-16%	2	0%	-2%
> N/C(CCS(=O)(=O)c1ccc(Cl)cc1)=N\OC(=O)c1ccc(Cl)cc1
  10	0%	?	0%	3.6%	-2	2%	9%	0	2%	-10%
> COC(=O)C1=C(C)N(C)C(C)=C(C(=O)OC)C1c1ccncc1
  -7	4%	10	1%	-1.0%	8	1%	-9%	0	-16%	-18%
> COc1ccc(NC(=O)c2cccc3c(Br)cccc23)cc1
  26	0%	-9	0%	0.1%	3	8%	2%	1	-1%	11%
> Cc1cc(C(=O)Nc2ccc(C)c(S(=O)(=O)N3CCOCC3)c2)c(C)o1
  -4	0%	21	3%	0.0%	-5	8%	-6%	6	-1%	4%
> Cc1ccc2nc(-c3cccc(S(=O)(=O)N(C)C)c3)cn2c1
  5	3%	17	3%	-1.1%	4	3%	-5%	-32*	4%	8%
> CCOc1ccccc1NC(=S)N(CCN(C)C)C(C)c1ccncc1 (configuration not stated)
  -9	3%	-11	0%	3.5%	4	-1%	5%	2	-26%	9%
> O=[N+]([O-])c1ccc2nc(C3CCCCC3)[nH]c2c1
  1	1%	5	0%[11.5 µM]	0.0%	3	0%	-1%	-9	-17%	2%
> CC(=O)N1CCOc2ccc(S(=O)(=O)NCCc3ccc(C)cc3)cc21
  -12	-1%	-2	.	-0.8%	-29	3%	5%	1	-2%	-1%
> CC(C)c1cc(C(=O)Nc2cccc(Cl)c2)no1
  -1	0%	1	-27%	0.1%	8	0%	.	0	?	-5%
> CCC(C)c1ccc(NC(=S)N2CCN(C(=O)C3CCCO3)CC2)cc1 (configuration not stated)
  19	0%	1	-10%	-0.4%	6	5%	0%	.	1%	-2%
> COc1ccc(NC(=O)C(=O)NCC2CCCN2S(=O)(=O)c2cc(C)ccc2C)cc1 (configuration not stated)
  -9	-3%	-15	.	0.3%	-3	.	-11%	.	-14%	-4%
> CC(=O)c1ccc(S(=O)(=O)N(Cc2cc3cc4c(cc3[nH]c2=O)OCCO4)CC2CCCO2)cc1 (configuration not stated)
  14	1%	9	1%	-0.4%	-4	2%	2%	1	-1%	-7%
> COc1cccc(N/C(N)=N/c2nc(C(F)(F)F)cc(C(F)(F)F)n2)c1
  -4	0%	-1	1%	-0.1%	-13	7%	6%	-15	?	-8%
> CCOC(=O)C(C)(C)Sc1nc2c(cnn2-c2ccc(F)cc2)c(=O)[nH]1
  24	4%	-17	.	-1.0%	3	-2%	-2%	4	2%	-6%
> COc1cccc(CNC(=O)c2ccc(S(=O)(=O)N3CCOCC3)cc2)c1
  -7	-1%	3	.	-0.2%	2	.	6%	.	0%	-4%
> Oc1ccc(Nc2nc(-c3cccs3)cs2)cc1
  -2	1%	-6	6%	-2.2%	4	3%	8%	-1	8%	-3%
> CCn1c(COc2ccc(Cl)cc2)nnc1SCc1ccc(C#N)cc1
  10	-2%	-7	3%	-0.1%	-1	-1%	-1%	1	2%	-23%
> CCOC(=O)c1ccc(-n2c(CN3CCC(C(N)=O)CC3)nc3ccc([N+](=O)[O-])cc3c2=O)cc1
  -2	-1%	13	22%	0.5%	0	-2%	2%	-7	?	11%
> N#Cc1ccc(OS(=O)(=O)c2ccc(-c3ccon3)s2)cc1
  20	4%	-5	20%	0.2%	-1	-8%	-4%	.	1%	6%
> COc1cccc(-c2csc(N3CCN(C(=O)Nc4ccccc4Cl)CC3)n2)c1
  -18	2%	5	-1%	0.2%	0	-1%	7%	0	-18%	-6%
> O=C(Nc1ccccc1C(=O)Nc1ccccc1)c1ccco1
  -17	1%	5	.	-0.1%	3	1%	-6%	-9	?	?
> CCn1c(=O)cc(NC2=NCC(C)CN2c2cccc(Cl)c2)n(C)c1=O (configuration not stated)
  21	1%	0	3%	1.8%	8	2%	5%	5	-1%	8%
> CCOC(=O)C1=NN(c2ccccc2C)C2=NC(C)=C(C(=O)OC)C(c3cccs3)N12 (configuration not stated)
  3	0%	-20	1%	-0.1%	-12	-2%	-6%	1	?	0%
> Cc1cccc(NC(=S)N2CCC(O)CC2)c1C
  10	8%	-6	-3%	-0.5%	1	-2%	-4%	3	?	6%
> CCC(C)[C@H]1CNCCN1CC1(c2ccccc2)CC1 (some centres not stated)
  -21	1%	-12	.	-0.2%	-5	.	-15%	.	-11%	-3%
> CCC(C)NC(=O)c1cc(Cl)ccc1OC (configuration not stated)
  -5	0%	-7	-5%	0.1%	-9	-4%	1%	-2	?	9%
> CCn1c(=O)cc(SCC(=O)N2CCC(C)CC2)c2ccccc21
  -11	-2%	5	-3%	0.1%	12	2%	.	3	-7%	3%
> Cc1oc(/N=C/c2ccccc2O)c(C#N)c1C
  6	4%	7	2%	-0.6%	7	5%	-6%	-16	2%	2%
> O=C(COC(=O)C1CC(O)CN1S(=O)(=O)c1ccccc1[N+](=O)[O-])c1ccc[nH]1 (configuration not stated)
  30[activator]	1%	-6	.	-0.3%	7	.	4%	.	0%	4%
> Cc1ccccc1C(=O)NCCc1nnc(SCC(=O)Nc2nc(-c3ccccc3)cs2)n1C
  4	-1%	21	8%	-0.4%	10	-3%	0%	-2	2%	-6%
> Cc1nn(CC(=O)NCc2ccc(C(=O)O)cc2)c(C)c1[N+](=O)[O-]
  6	5%	-15	24%	-0.2%	-6	8%	-10%	2	2%	-7%
> OC(COC(c1ccc(Cl)cc1)c1ccc(Cl)cc1)CN1CCN(c2ccccn2)CC1 (configuration not stated)
  9	-7%	-99*	0%	-0.5%	+	0%	-3%	-2	?	-11%
> Cc1cccc(C)c1N1C(=O)c2cccc([N+](=O)[O-])c2C1=O
  11	0%	-7	-21%	-0.1%	0	4%	-3%	1	-2%	-2%
> COc1ccc(C(C(=O)NCC2CCCO2)N(C(=O)Cn2nnc3ccccc32)c2ccccc2C(C)=O)cc1OC (configuration not stated)
  11	0%	6	1%	0.4%	2	-1%	-3%	-1	-2%	-7%
> O=C1OCCN1C(=O)[C@H]1[C@H](c2ccc(F)cc2)C(c2cccc(Cl)c2)=NN1c1ccccc1
  -16	-6%	14	.	0.2%	3	.	-5%	-3	5%	-10%
> CCC(C)(C)NC(=O)C(c1ccc(F)cc1)N(Cc1ccco1)C(=O)CCC(=O)Nc1ccccn1 (configuration not stated)
  20	2%	-14	1%	-0.1%	0	1%	1%	0	0%	4%
> O=C(/C=C/c1ccccc1)NNC1=NS(=O)(=O)c2ccccc21
  3	1%	-1	-2%	-0.4%	-4	7%	-17%	11	?	7%
